rTrxR1 inhibitor = qHTS Assay for Inhibitors of Mammalian Selenoprotein Thioredoxin Reductase 1 (TrxR1): qHTS | recombinant rTrxR1, NADPH fluorescence consumption, selenite substrate | AID 588453, 2011 | Thioredoxin reductase 1, cytoplasmic (Rattus norvegicus), O89049 | hit rate 1% among 390,000 | Potency, µM (titrated, usually from 114 µM), inactives show at the highest dose activity change, negative = inhibition, hits mostly inhibitors; further: on the % scale 0 is the no-effect control and ±100 the full control effect; nearly all actives have a fitted effect of over 65% in size
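Rat TrxR1 (90 nM in the dispensed reagent) was pre-reduced with 400 uM NADPH for 5 min at room temperature, then incubated with compound for 15 min. After 400 uM selenite was added, NADPH fluorescence (Ex 340/Em 450 nm) was followed for 8 min.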
TrxR1 substrate = qHTS Assay for Substrates of Mammalian Selenoprotein Thioredoxin Reductase 1 (TrxR1): qHTS; purified TrxR1 substrate turnover, NADPH consumption readout; AID 588456, 2011; Potency, µM (doses to about 114 µM), for the others: at the highest dose activity change, negative = substrate turnover; hit rate 0.01% among 390,000; further: on the % scale 0 is the no-effect control and ±100 the full control effect; nearly all actives have a fitted effect of over 50% in size
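Rat TrxR1, dispensed at 90 nM, was prereduced with 400 uM NADPH (final) for 5 min at ~22 deg C, then incubated with compound 15 min before 400 uM selenite. A first-read NADPH fluorescence drop versus no-compound background flagged substrates.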
Vif-APOBEC3G blk = qHTS for Inhibitors of Vif-A3G Interactions: qHTS. HeLa A3G-eYFP + Vif (tagged APOBEC3G with the HIV-1 protein that degrades it), YFP fluorescence, overnight. Potency, µM (titrated, usually from 46.1 µM), without a hit: at the top dose activity, negative = active, usual class: inhibitors. hit rate 0.076% among 410,000;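 further: on the % scale 0 is the no-effect control and ±100 the full control effect; nearly all actives have a fitted effect of over 60% in size; hits raise eYFP signal because A3G escapes Vif-driven loss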
Target sequence (Q9HC16 whole entry, looked up): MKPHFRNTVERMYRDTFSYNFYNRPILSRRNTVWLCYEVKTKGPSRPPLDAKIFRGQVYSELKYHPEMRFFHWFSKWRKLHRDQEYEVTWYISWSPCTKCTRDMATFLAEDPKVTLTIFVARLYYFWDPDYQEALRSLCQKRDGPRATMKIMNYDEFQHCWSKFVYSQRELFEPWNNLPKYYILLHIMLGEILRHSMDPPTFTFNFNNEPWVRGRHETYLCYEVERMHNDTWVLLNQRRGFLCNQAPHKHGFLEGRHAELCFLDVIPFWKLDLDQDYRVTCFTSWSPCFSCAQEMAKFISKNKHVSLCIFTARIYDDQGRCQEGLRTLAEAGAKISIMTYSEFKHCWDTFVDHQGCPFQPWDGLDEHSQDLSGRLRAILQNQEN
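HeLa cells stably expressing Vif and C-terminally eYFP-tagged A3G, seeded overnight at 37 deg C, then exposed to compound by pintool overnight at 37 deg C. Rise in yellow fluorescence (Ex 488/Em 500-530, Acumen) marks blocked Vif-driven A3G degradation.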
IDH1 R132H inh = qHTS for Inhibitors of mutant isocitrate dehydrogenase 1 (IDH1): qHTS. Isocitrate dehydrogenase [NADP] cytoplasmic (Homo sapiens), O75874. IDH1-R132H enzyme, NADPH consumption, diaphorase/resazurin fluorescence. Potency, µM (highest dose often 76.6 µM), without a hit: top-dose activity change, negative = inhibition, most hits filed as inhibitors. hit rate 0.093% among 390,000. AID 602179, 2012; further: on the % scale 0 is the no-effect control and ±100 the full control effect; nearly all actives have a fitted effect of over 65% in size
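IDH1-R132H (0.5 ug/mL dispensed) in pH 7.5 Tris buffer was preincubated 30 min with compound, then given a substrate mix of 0.016 mM NADPH and 2 mM alpha-KG for 80 min at room temperature; remaining NADPH was read by diaphorase/resazurin fluorescence.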
12-LOX inh = Primary qHTS assay for inhibitors of human arachidonate 12S-lipoxygenase (ALOX12): Round 2; AID 1671190, 2021; purified 12hLO, xylenol orange hydroperoxide absorbance; Polyunsaturated fatty acid lipoxygenase ALOX12 (Homo sapiens), P18054; Potency, µM (titrated, usually from 108 µM), without a hit: at the highest dose activity change, negative = inhibition, most hits filed as inhibitors; hit rate 1.1% among 580,000; further: on the % scale 0 is the no-effect control and ±100 the full control effect
Target sequence (P18054 whole entry, looked up): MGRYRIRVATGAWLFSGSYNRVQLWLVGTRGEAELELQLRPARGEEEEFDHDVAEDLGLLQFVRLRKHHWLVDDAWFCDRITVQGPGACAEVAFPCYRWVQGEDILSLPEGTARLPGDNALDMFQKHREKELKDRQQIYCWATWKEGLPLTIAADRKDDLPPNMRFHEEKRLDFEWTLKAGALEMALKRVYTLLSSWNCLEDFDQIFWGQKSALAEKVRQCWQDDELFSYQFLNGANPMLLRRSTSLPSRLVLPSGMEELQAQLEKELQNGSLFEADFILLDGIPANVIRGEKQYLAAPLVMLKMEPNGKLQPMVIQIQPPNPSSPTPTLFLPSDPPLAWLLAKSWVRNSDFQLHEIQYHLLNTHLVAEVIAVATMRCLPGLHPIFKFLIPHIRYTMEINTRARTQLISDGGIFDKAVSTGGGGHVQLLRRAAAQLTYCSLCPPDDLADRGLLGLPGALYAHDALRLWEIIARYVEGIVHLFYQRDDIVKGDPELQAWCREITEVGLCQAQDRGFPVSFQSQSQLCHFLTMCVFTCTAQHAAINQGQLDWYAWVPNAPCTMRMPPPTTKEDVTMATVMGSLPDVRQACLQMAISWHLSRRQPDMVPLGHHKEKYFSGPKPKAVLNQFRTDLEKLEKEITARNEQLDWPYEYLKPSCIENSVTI
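Purified human 12hLO (150 nM final) in 25 mM Hepes, 0.01% Triton X-100, pH 7.0 was preincubated 15 min at room temperature with compound. Then 40 uM arachidonic acid was added, 30 min. Hydroperoxide was read by Fe-XO absorbance ratio 573/405 nm.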
RXFP1 ag = qHTS Assay for Agonists of the Relaxin Receptor RXFP1; HEK293T-RXFP1 cAMP TR-FRET, 30 min; response scale: percent of porcine relaxin response, buffer zero; Potency, µM (top dose mostly 57.5 µM), for the others: at the highest dose activation, most hits filed as activators; hit rate 0.3% among 370,000; AID 2676, 2010; further: on the % scale 0 is the no-effect control and ±100 the full control effect; nearly all actives have a fitted effect of over 60% in size; many of its hits are not listed in these tables
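cAMP rise read by TR-FRET after 30 min, 37C compound exposure (up to 58 uM) in RXFP1-transfected HEK293 cells with Ro 20174 present. EC50 from Hill-equation fits, with 29 nM porcine relaxin as 100% and buffer as basal.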
RGS4 inh = Inhibitors of Regulator of G Protein Signaling (RGS) 4: qHTS. Potency, µM (highest dose often 114 µM), inactives show top-dose activity change, negative = inhibition, most hits filed as inhibitors. Transcreener GDP fluorescence polarization, RGS4-accelerated GTP hydrolysis. hit rate 0.039% among 390,000. Regulator of G-protein signaling 4 (Homo sapiens), P49798; further: on the % scale 0 is the no-effect control and ±100 the full control effect; nearly all actives have a fitted effect of over 75% in size; some results filed as inactive show a strong effect at the top dose
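MLSMR compounds (23 nl, pin-transferred) preincubated 10 min at room temperature with a 500nM (2x) first reagent, then RGS4 at 900nM (2x) plus Transcreener GDP mix added; fluorescence polarization (620/688 nm) read before and after 90 min at 30 °C.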
Vif-A3F inh = qHTS for Inhibitors of Vif-A3F Interactions: qHTS | HeLa A3F-eYFP + Vif (tagged APOBEC3F with the HIV-1 protein that degrades it), YFP fluorescence increase | Potency, µM (top dose mostly 46.1 µM), without a hit: at the highest dose activity, negative = active | hit rate 0.2% among 390,000 | AID 602313, 2012; further: % of control where 0% means no effect; nearly all actives have a fitted effect of over 65% in size
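Fluorescence increase (Ex 488/Em 500-530) after overnight compound treatment at 37 deg C flags inhibition of Vif-driven A3F-eYFP loss in stable HeLa A3F-eYFP/Vif cells seeded overnight beforehand.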
USP1-UAF1 inh = Inhibitors of USP1/UAF1: Primary Screen | recombinant USP1/UAF1, Ub-Rhodamine cleavage fluorescence | Potency, µM (highest dose often 57.1 µM), for the others: top-dose activity change, negative = inhibition, hits mostly inhibitors | hit rate 0.23% among 390,000; further: on the % scale 0 is the no-effect control and ±100 the full control effect; nearly all actives have a fitted effect of over 60% in size; inactives centre near -12
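USP1/UAF1 complex (1 nM) preincubated 15 min at room temperature with compound, then Ub-Rho substrate (150 nM final) added. Kinetic fluorescence at 480/540 nm over 6 reads at 60 s intervals; 50 mM HEPES pH 7.8, 0.5 mM EDTA, 0.1 mg/ml BSA, 1 mM TCEP, 0.01% Tween-20.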
An asterisk follows results filed as active; u = inconclusive; x = no result given; & = joins results of further samples; [ ] = remark or other dose. The call rests on the fitted dose curve; in most records, active means well fitted curve in the direction sought with a large enough effect; inconclusive means small, poorly fitted or top-dose-only effect, or another doubt; inactive means no such curve, though single readings can be large; an effect the other way counts as inactive or inconclusive. Potency means the concentration at half of the fitted maximal effect.

structure,rTrxR1 inhibitor,TrxR1 substrate,Vif-APOBEC3G blk,IDH1 R132H inh,12-LOX inh,RXFP1 ag,RGS4 inh,Vif-A3F inh,USP1-UAF1 inh
O=C(CSc1ccc(-c2cccc([N+](=O)[O-])c2)nn1)NC1CCCC1,-9%[57.1 µM],-9%[57.1 µM],0%,7%,174%[activator],2.7%,12%,4%,-25%
COc1ccc(OC)c(S(=O)(=O)Nc2ccc(-c3ccc4nncn4n3)cc2)c1,-16%,-10%,1%,4%,u,4.3%,u,6%,-13%
CC(CNC(=O)COC(=O)c1ccco1)c1ccccc1 (stereo not drawn),24%,4%,-2%,-2%,63%[activator],0.5%,-14%,-12%,-19%
Cc1ccc(Nc2sc(C(=O)c3ccccc3)c(N)c2S(=O)(=O)c2ccccc2)cc1Cl,4%,-2%,4%,10%,-10%,-1.4%,-18%,2%,-6%
O=C(NC1CCCc2ccccc21)C1CCN(S(=O)(=O)c2ccccc2)CC1 (stereo not drawn),2%,-3%,0%,6%,0%,-0.2%,-4%,7%,-6%
Cc1ccc(NC(=O)CCNC(=O)Nc2ccccc2)cc1S(=O)(=O)N(C)C,17%,-2%,5%,23%,-22%,0.9%,-7%,1%,-11%
O=C(NCC(=O)N(c1ccccc1F)C(C(=O)NC1CCCC1)c1cccnc1)c1ccco1 (stereo not drawn),23%,3%,2%,-8%,-21%,1.0%,14%,10%,-11%
COc1ccc(NS(=O)(=O)c2ccc(-c3coc(C)n3)cc2)c(OC)c1,7%,2%,-9%,-1%,0%&1%,1.4%,-17%[11.4 µM],3%,-6%
Cc1ccsc1C(=O)OCC(=O)NCC1CCCO1 (stereo not drawn),-4%,-7%,0%,-2%,0%,-0.1%,-4%,-8%,0%
Cc1ccc(OCC(=O)NCCCNC(=O)c2ccco2)cc1C,7%,3%,-1%,3%,1%,1.8%,-10%,0%,-26%
CCCNC(=O)C1CNc2ccccc2O1 (stereo not drawn),3%,1%,0%,-7%,0%,2.8%,-31%,-7%,2%
COc1ccc(N=Nc2cc(-c3ccccc3)ccc2O)cc1,11%,-1%,1%,-8%,6%,2.6%,22%,-17%,-31%
CC(C)(C)Nc1nc(Cl)nc(Nc2ccccc2)n1,-8%,7%[57.1 µM],0%,4%,-9%,2.0%,-13%,-2%,-3%
COc1cccc(CNC(=O)Nc2ccc3c(c2)N(C)C(=O)c2ccccc2S3)c1,u,-7%,-1%,-22%,-18%,-1.7%,-23%,-1%,-22%
CCC(C(=O)N1CCN(c2cc(Cl)ccc2C)CC1)n1nc(C)c2sc3ccccc3c2c1=O (stereo not drawn),4%,9%,-1%,1%,0%,12%,16%,-11%,6%
OCC1(Cc2ccccc2C(F)(F)F)CCN(Cc2ccccc2)CC1,12%,1%,7%,1%,0%,-0.4%,8%,-2%,-21%
COc1cc([N+](=O)[O-])ccc1NC(=O)Nc1ccc2c(c1)OCCO2,21%[57.1 µM],-11%,0%,7%,-20%,0.2%,8%,-3%,-13%
CC(C)=NOc1nc(NC(=O)NS(=O)(=O)c2ccccc2Cl)nc(N(C)C)n1,17%,4%,-14%,-7%,122%[activator],x,20%,6%,-23%
NC(=O)CSc1ncnc2c1oc1ccccc12,u,-20%,-5%,-8%,11%[57.4 µM],26%,-5%,-4%,-3%
CCc1ccccc1NC(=O)CC(O)(C(=O)OC)C(F)(F)F (stereo not drawn),-10%,3%,1%,-1%,14%,1.8%,2%,-3%,3%
CCc1nc2ccccc2c(C(=O)Nc2ccc(C)cc2)c1C,27%,1%,0%,9%,-1%,0.5%,29%,-17%,-3%
COC(=O)Cn1c(CN(C)Cc2ccccc2)nc2c1c(=O)n(C)c(=O)n2C,8%,2%,6%,3%,0%&17%,3.8%,-8%,1%,-22%
COc1cccc(CN(C)C(=O)CSCC(=O)Nc2cccc(C)c2)c1OC,3%,-10%,-1%,-8%,2%,1.7%,15%,0%,-7%
CC(=O)c1cc2c(cc1NC(=O)c1ccc(C)cc1)OCCO2,31%[activator],29%,-6%,5%,16%,7.9%,-17%,0%,-18%
Cc1ccc(C)c(N2C(=O)c3cc(N4CCOCC4)c([N+](=O)[O-])cc3C2=O)c1,4%,-4%,2%,-3%,-9%,2.3%,-5%,-3%,-14%

An excerpt from above in order of molar mass, rising.
structure,rTrxR1 inhibitor,TrxR1 substrate,Vif-APOBEC3G blk,IDH1 R132H inh,12-LOX inh,RXFP1 ag,RGS4 inh,Vif-A3F inh,USP1-UAF1 inh
COc1ccc(NS(=O)(=O)c2ccc(-c3coc(C)n3)cc2)c(OC)c1,7%,2%,-9%,-1%,0%&1%,1.4%,-17%[11.4 µM],3%,-6%
COc1cccc(CNC(=O)Nc2ccc3c(c2)N(C)C(=O)c2ccccc2S3)c1,u,-7%,-1%,-22%,-18%,-1.7%,-23%,-1%,-22%
CCC(C(=O)N1CCN(c2cc(Cl)ccc2C)CC1)n1nc(C)c2sc3ccccc3c2c1=O (stereo not drawn),4%,9%,-1%,1%,0%,12%,16%,-11%,6%

Going on with the list.
structure,rTrxR1 inhibitor,TrxR1 substrate,Vif-APOBEC3G blk,IDH1 R132H inh,12-LOX inh,RXFP1 ag,RGS4 inh,Vif-A3F inh,USP1-UAF1 inh
CCC(C)(C)NC(=O)C(c1ccncc1)N(C(=O)Cn1nnc2ccccc21)c1cc2c(cc1C(C)=O)OCO2 (stereo not drawn),19%[57.1 µM],-18%[57.1 µM],-5%,11%,-22%,0.2%,-26%,2%,-11%
COC(=O)c1ccccc1NC(=O)c1cnc2sc(N3CCOCC3)nn2c1=O,-5%[57.1 µM],-5%[57.1 µM],3%,6%,-17%,9.1%,-18%,2%,-11%
Cc1ccc(CNC(=O)C2CCC(=O)N2Cc2ccc(F)cc2)cc1 (stereo not drawn),19%,4%,4%,-3%,15%,-3.7%,-23%[56.9 µM],5%,-20%
Cc1ccc(-n2nc3ccc(NC(=O)C(C)C)cc3n2)cc1,2%,16%,1%,-3%,-14%,1.7%,26%[11.4 µM],-13%,-2%
CC(C)(C)OC(=O)NC1CONC1=O (stereo not drawn),20%,-1%,-2%,-17%,-11%,0.9%,4%,4%,1%
Cc1c(NS(=O)(=O)c2ccc(C(=O)NCc3ccccc3)cc2)c(=O)n(-c2ccccc2)n1C,9%,8%,-10%,0%,-2%,1.7%,-16%,0%,-17%
CCCOc1ccc(C(=O)Nc2ccccc2[N+](=O)[O-])cc1,12%,2%,-1%,17%,u,x,u,x,-1%
Cc1ccc(C(=O)NCCCNc2ccccc2[N+](=O)[O-])cc1,-8%,-9%,-7%,1%,-16%,-3.1%,3%,-15%,-23%
COc1cc(-c2nnn(CC(=O)N3CCOCC3)n2)cc(OC)c1OC,-13%,-7%,1%,2%,-13%,0.3%,-23%,-1%,-11%
C[C@H](O)[C@@H]1C(=O)N2CCc3ccc(N4CCN(C)CC4)cc3[C@@H]2C[C@@H]1N(C)C(=O)c1cccnc1,x,x,3%,1%,8%,x,x,-15%,-25%
COc1ccc(CC(=O)NNC(=O)COc2ccc(F)cc2)cc1S(=O)(=O)N1CCOCC1,6%,0%,2%,5%,22%,x,u,3%,-3%
C#CCn1cnc2c(cnn2-c2ccc(C)c(C)c2)c1=O,1%,0%,-4%,2%,180%[activator],-0.8%,-7%,0%,-16%
CCOc1ccc(N(C(C)C(=O)N/N=C(\C)C(C)(C)C)S(C)(=O)=O)cc1 (stereo not drawn),19%,3%,-4%,-2%,-7%,0.8%,-29%,4%,-15%
Cc1cc(C)n(-c2ccc(C(=O)NCc3ccc4c(c3)OCO4)cc2)n1,30%,7%,-3%,4%,u,1.3%,-14%,1%,-14%
COc1cc(OC)cc(-c2c(C#Cc3ccsc3)c3cc(-c4ccc(CN5CCOCC5)cc4)ccc3n2C)c1,11%[57.1 µM],27%[57.1 µM],-5%,-1%,-30%,x,35%,-6%,-19%
O=c1oc2ccccc2c(NC2CCCCC2)c1NS(=O)(=O)c1ccc(F)cc1,4%[57.1 µM],5%[57.1 µM],0%,-11%,-4%,-0.4%,-40%[56.9 µM],4%,-7%
CCOC(=O)N1CCN(c2ccc(S(=O)(=O)N3CCOCC3)cc2[N+](=O)[O-])CC1,-8%,-6%,0%,8%,-66%,1.8%,-28%,8%,-15%
O=C(O)C1CCCCC1C(=O)NCCc1ccc(F)cc1 (stereo not drawn),15%,1%,-8%,0%,-2%,-0.8%,3%,11%,-10%
CN1CCN(S(=O)(=O)c2cccc(C(=O)N3CCc4ccccc43)c2)CC1,0%[57.1 µM],-2%[57.1 µM],3%,-3%,8%,0.8%,23%,15%,-11%
NS(=O)(=O)c1cccc(NC(=O)CSc2n[nH]c(-c3ccccc3Br)n2)c1,5%,-5%,0%,-8%,4%,x,17%,4%,-6%

Some of the compounds tested; count on the stated rates, not on these rows.
